Compound activity (PubChem BioAssay)
EPAC2 ag: EPAC2 (human) agonism | Q8WZA2 | EPAC2 activation, biochemical qHTS; response scale: 100% = 6.5 mM cAMP response | Potency, µM (doses to about 154 µM), without a hit: at the top dose activation, hits mostly activators | 360,000 tested, 0.079% active | AID 720711; further: nearly all actives have a fitted effect of over 50% in size
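Fluorescence exchange assay: 100 nM EPAC2 with 250 nM RAP1B-BODIPY-GDP and 50 uM GDP; compounds tested as a concentration-titration series (qHTS). Loss of Rap1-bound BODIPY-GDP fluorescence read at 480/540 nm; data normalized to 6.5 mM cAMP.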
EPAC2 antagonist: blocks human EPAC2 exchange factor; 360,000 tested, 0.18% active; AID 720708; Potency, µM (top dose mostly 114 µM), without a hit: at the top dose activity, negative = inhibition, hits mostly inhibitors; EPAC2 GEF exchange of Rap1B-BODIPY-GDP, fluorescence; further: on the % scale 0 is the no-effect control and ±100 the full control effect; nearly all actives have a fitted effect of over 45% in size; many of its hits are not listed in these tables
PTHR1 agonist: activates the human parathyroid hormone receptor PTHR1; Potency, µM (titrated, usually from 115 µM), without a hit: at the highest dose activation, actives largely listed as activators; Q03431; HEK293 GP2 PTHR1 cells, GloSensor cAMP luminescence, 1 h; 410,000 tested, 0.075% active; further: nearly all actives have a fitted effect of over 55% in size; some results filed as inactive show a strong effect at the top dose; inactives centre near -15; many of its hits are not listed in these tables
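HEK-293-derived GP2 cells expressing PTHR1 and a GloSensor cAMP reporter, 3,000/well, plated overnight, given luciferin plus IBMX (each 0.5 mM as added) for 1 h at 37 °C, then compound for 1 h at 37 °C. Luminescence was read after 15 min at room temperature.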
TDP-43 yeast inh: inhibitors of TDP-43 toxicity in yeast; TDP-43 expressing yeast growth rescue, BacTiter-Glo, 24 h; Potency, µM (series often up to 46.1 µM), for inactives: top-dose growth rescue (activation), hits mostly activators; 410,000 tested, 1.8% active; further: % of control where 0% means no effect; nearly all actives have a fitted effect of over 50% in size
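Growth rescue of TDP-43-toxic yeast measured as ATP luminescence (BacTiter-Glo). Cells grown to mid-log in raffinose, induced in galactose at OD600=0.02, exposed to compound 24 hr at 30 deg C.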
FUS suppressor: FUS proteinopathy suppression in yeast. S. cerevisiae FUS-expressing, growth rescue, OD600, 24 h. Potency, µM (series often up to 76.6 µM), for inactives: at the top dose growth rescue (activation), hits mostly activators. 390,000 tested, 0.24% active. AID 1347120;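 further: plate controls were DMSO vehicle for no effect and reference control for full effect; nearly all actives have a fitted effect of over 55% in size; some results filed as inactive show a strong effect at the top dose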
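Compound concentration series was pinned onto galactose-induced FUS-expressing yeast seeded at OD 0.005. Plates sat 24hr at 30C; absorbance at 600 nm gave growth. DMSO served as background control.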
aSyn yeast inh: rescues yeast growth from alpha-synuclein toxicity | Yeast expressing alpha-synuclein, growth rescue, BacTiter-Glo, 24 h | Potency, µM (series often up to 46.1 µM), without a hit: at the highest dose growth rescue (activation), most hits filed as activators | 370,000 tested, 0.14% active | AID 652106; further: % of control where 0% means no effect; nearly all actives have a fitted effect of over 65% in size
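Galactose-induced alpha-syn yeast (OD600=0.02, raffinose-pregrown) + pinned cpd, 24 hr, 30 deg C; growth by BacTiter-Glo luminescence. Growth restoration scores as activation.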
EPAC1 antagonist: antagonists of human EPAC1; O95398; EPAC1 GEF assay, Rap1b-BODIPY-GDP exchange fluorescence; Potency, µM (series often up to 115 µM), for inactives: at the highest dose activity change, negative = inhibition, usual class: inhibitors; 360,000 tested, 0.14% active;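 further: plate controls were vehicle for no effect and positive control for full effect; nearly all actives have a fitted effect of over 50% in size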
Target sequence (O95398 whole entry, looked up): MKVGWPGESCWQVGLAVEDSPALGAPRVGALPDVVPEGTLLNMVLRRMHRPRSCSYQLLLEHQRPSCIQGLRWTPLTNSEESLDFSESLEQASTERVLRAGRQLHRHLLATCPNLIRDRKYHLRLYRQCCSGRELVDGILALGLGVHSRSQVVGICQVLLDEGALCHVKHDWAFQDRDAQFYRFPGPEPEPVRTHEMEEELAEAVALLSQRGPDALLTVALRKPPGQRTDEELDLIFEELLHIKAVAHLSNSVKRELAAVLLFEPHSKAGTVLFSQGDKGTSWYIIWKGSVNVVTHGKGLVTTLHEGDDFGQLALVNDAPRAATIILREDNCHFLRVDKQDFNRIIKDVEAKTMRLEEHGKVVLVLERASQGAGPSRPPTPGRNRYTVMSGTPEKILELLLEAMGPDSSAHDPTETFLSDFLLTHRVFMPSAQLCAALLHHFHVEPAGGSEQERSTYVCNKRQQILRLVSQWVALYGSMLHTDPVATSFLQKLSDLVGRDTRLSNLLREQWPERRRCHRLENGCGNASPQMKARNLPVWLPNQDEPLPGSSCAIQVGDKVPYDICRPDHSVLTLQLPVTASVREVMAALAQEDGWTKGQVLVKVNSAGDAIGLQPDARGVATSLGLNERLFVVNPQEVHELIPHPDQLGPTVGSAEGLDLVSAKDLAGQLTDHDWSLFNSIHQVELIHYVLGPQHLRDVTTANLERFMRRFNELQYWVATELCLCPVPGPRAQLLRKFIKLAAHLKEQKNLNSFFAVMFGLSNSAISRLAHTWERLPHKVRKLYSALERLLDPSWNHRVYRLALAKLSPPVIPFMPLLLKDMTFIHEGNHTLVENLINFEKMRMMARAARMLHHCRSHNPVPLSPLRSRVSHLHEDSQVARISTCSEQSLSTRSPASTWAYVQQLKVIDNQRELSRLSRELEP
EPAC1 agonist: activates human EPAC1 exchange factor | 360,000 tested, 0.073% active | Potency, µM (highest dose often 154 µM), for inactives: at the highest dose activation, most hits filed as activators | AID 720707 | EPAC1 agonist qHTS, biochemical assay; response scale: 100% = response to 6.5 mM cAMP | O95398; further: nearly all actives have a fitted effect of over 60% in size
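EPAC1 100 nM, Rap1B–BODIPY-GDP 250 nM, unlabeled GDP 50 uM; compound titration; 5 min RT; kinetic read ex480/em540 at 5-min intervals ×30 min; data normalized to 6.5 mM cAMP agonist control.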
* hit, by the source's call; i = inactive; u = inconclusive; x = no result given; [ ] = dose if it differs, or a comment. The call rests on the fitted dose curve; in most records, active means well fitted curve in the direction sought with a large enough effect; inconclusive means small, poorly fitted or top-dose-only effect, or another doubt; inactive means no such curve, though single readings can be large; an effect the other way counts as inactive or inconclusive. Potency means the concentration at half of the fitted maximal effect. Only part of the results is shown; rates above refer to the full screens.

SMILES | EPAC2 ag | EPAC2 antagonist | PTHR1 agonist | TDP-43 yeast inh | FUS suppressor | aSyn yeast inh | EPAC1 antagonist | EPAC1 agonist
CCCCC[C@@H]1C=C(C(=O)OCC)[C@H](c2ccccc2)N1S(=O)(=O)c1ccc(C)cc1 | -13% | u | -36%[inhibitor] | -20% | 20% | -4% | -14% | -2%
Cn1c(SCC(=O)N(Cc2ccccc2)C(C)(C)C)nc2ccccc21 | 15% | 3% | -9%[57.5 µM] | -2% | 16% | 2% | 7% | 8%
N#CCNc1ccc([N+](=O)[O-])cc1C#N | 11% | 6% | -5% | -16% | 17% | -5% | -2% | -10%
Cc1ccc(C)c(/C=C2\N=C(c3ccccc3F)OC2=O)c1 | 12% | -11% | i | 11% | 8% | 12% | -19% | 2%
O=C(CSc1ccc2nnc(-c3ccccc3)n2n1)NCc1ccco1 | 14% | 0% | i | -1% | u | 1% | -12% | 3%
COc1ccc(N2CCN(C(=O)COC(=O)c3cc(S(=O)(=O)N(C)C)ccc3N3CCCC3)CC2)cc1 | -1% | 1% | i | -14% | 40% | 6% | 4% | -7%
COc1ccc(NC(=O)Nc2ccc(N3CCOCC3)c3nonc23)c(OC)c1 | 0% | -1% | i | 9% | -43% | -6% | 1% | -3%
Cc1cc(C(=O)Nn2c(-c3ccc(Br)cc3)nc3ccccc3c2=O)ccc1[N+](=O)[O-] | 0% | -3% | -25% | -6% | 11% | 4% | -27% | 4%
CCN1C(=O)[C@H]2[C@@H](c3ccc(-c4ccc(C(C)=O)cc4)cc3)N3CCC[C@@]3(C(=O)OC)[C@H]2C1=O | 11% | 2% | -60%[inhibitor] | 22% | 15% | 1% | -6% | 13%
COc1cc(/C=N/NC(=O)COc2ccc([N+](=O)[O-])cc2)ccc1OCC(=O)N1CCOCC1 | 11% | 11% | -4% | -28% | 13% | -4% | -9% | 5%
CCOC(=O)CC1(C)OCC(C[N+]2(C)CCCCC2)O1 (configuration not stated) | -3% | 9% | -9% | 17% | -9% | -3% | 12% | -10%
CN(C)c1ccc(/C=N/NC(=O)CCCO)cc1 | -1% | 13% | -10% | -5% | -2% | -5% | 10% | 2%
O=C(Nc1ccccc1N1CCN(C(=O)c2ccc(Cl)cc2)CC1)c1cc2ccccc2o1 | 5% | -1% | i | -32%[inhibitor] | u | 1% | -12% | 14%
C/C(=N\Nc1cccc([N+](=O)[O-])c1)c1ccccc1O | 4% | -1% | -3% | 12% | 4% | 1% | 9% | 21%
CCc1ccccc1NC(=O)Cn1cccc1C1=NC(c2ccccc2)CO1 (configuration not stated) | 3% | -7% | i | -11% | x | -2% | -13% | 2%
CNC(=O)CSc1nnc(CCc2ccccc2)n1-c1ccccc1 | 3% | -1% | i | -16% | 0% | -2% | 4% | 10%
O=C(Oc1cc(=O)oc2c1c(=O)n1c3c(cccc23)CC1)c1ccccc1 | 5% | -4% | -9% | -91%[inhibitor] | -3% | -41%[inhibitor] | -4% | 12%
O=C(c1cc([N+](=O)[O-])ccc1N1CCOCC1)N1CCCCC1 | -8% | -2% | i | 8% | x | 2% | -1% | -5%
O=C(NCCCN1CCOCC1)c1nn(-c2ccccc2)c(=O)c2ccccc12 | 8% | -9% | i | -8% | 12% | -7% | -18% | -4%
COc1ccc(Nc2nccc3c2ncn3C)cc1 | 19% | 3% | -63%[inhibitor] | -10% | 43% | -3% | -11% | 5%
C[C@@H]1CN([C@H](C)CO)C(=O)CCCn2nncc2CO[C@@H]1CN(C)S(=O)(=O)c1ccc(Oc2ccccc2)cc1 | 7% | -2% | -6% | 25% | u | 0% | -1% | -7%
CN=c1sc2ccccc2n1CC(O)c1ccccc1 (configuration not stated) | 7% | -8% | i | 0% | 3% | -2% | 1% | 1%
CCOC(=O)C1CCN(C(=O)C(C)Sc2ccc(Cl)cc2)CC1 (configuration not stated) | 4% | -8% | 20%[57.5 µM] | -24% | 19% | -6% | -1% | 3%
Cc1ccc(C)c(N2CCN(C(=O)CCc3nc(-c4ccc(F)cc4)no3)CC2)c1 | 10% | -8% | 19% | 10% | 35% | 22% | 1% | 0%
COc1ccc(CN2CC(C(=O)NCCCN3CCCCCC3)CC2=O)cc1 (configuration not stated) | 4% | 10% | i | 7% | 9% | -1% | 5% | -13%
CC12CCC(C(=O)NC(c3ccccc3)c3ccccc3)(OC1=O)C2(C)C (configuration not stated) | 11% | 2% | i | -10% | 33% | -11% | -3% | 14%
COc1ccc(-c2nc(CN3CCC(C(=O)NC4CCCC4)CC3)c(C)o2)cc1OC | 2% | 1% | -24% | 8% | 16% | 0% | 0% | -10%
NC(=O)CC(NC(=O)c1ccc(Br)cc1)c1ccc(NCc2ccc(F)cc2)c([N+](=O)[O-])c1 (configuration not stated) | -4% | -3% | i | 11% | 25% | 0% | -11% | -22%
C/C(=N\NC(=O)C(O)(c1ccccc1)c1ccccc1)c1ccc(C)o1 | 6% | 3% | i | -10% | 10% | 5% | -1% | 1%
COc1ccc(OCCCC(=O)NCCc2ccc(OC)c(OC)c2)cc1 | 9% | 1% | i | 13% | 8% | 0% | -14% | 9%
CCCCNC(=O)C1c2ccccc2OCC(=O)N1Cc1ccccc1 (configuration not stated) | -1% | 5% | u | -4% | 6% | 0% | -14% | -4%
Cc1ccc(CSc2ncnc3c2cnn3Cc2ccccc2)cc1C | 21% | 14% | -10%[57.5 µM] | 1µM* | 4% | -1% | 0% | -18%
COc1cc(OC)cc(C(=O)NNC(=O)c2ccccc2Br)c1 | 6% | 12% | i | 16% | 0% | 3% | 5% | -1%
CCCCOC(=O)c1ccc(NC(=O)CSCc2n[nH]c(=O)[nH]2)cc1 | -38%[15.6 µM] | 2% | i | -7% | 34% | -1% | 5% | 1%
COc1ccccc1C(=O)NC(=S)NNC(=O)c1sc2ccccc2c1Cl | -4% | -1% | i | 9% | -26% | 0% | -5% | 4%
Cc1csc(NS(=O)(=O)c2cccc([N+](=O)[O-])c2)n1 | 13% | 11% | -9% | -3%[9.22 µM] | 36% | -5% | -6% | -4%
CCn1c(SCC(=O)Nc2cccc(NC(C)=O)c2)nnc1C(C)C | -12% | -1% | -19% | 15% | 5% | 9% | 0% | 6%
Cc1cc(=O)oc(C)c1C(=O)Nc1cnc2ccccc2c1 | 3% | -2% | -14%[57.5 µM] | 0% | 26% | 1% | -20% | 2%
Cc1ccc(N(Cc2ccc(C(=O)NCC3CCCO3)cc2)S(C)(=O)=O)cc1C (configuration not stated) | 7% | -7% | i | -1% | 22% | 0% | -1% | 13%
CC(C)c1ccccc1NC(=S)N1CCN(S(=O)(=O)c2cccs2)CC1 | 5% | -8% | i | -2% | -28% | -1% | -28% | 11%
CCOC(=O)c1sc(CS(=O)(=O)c2ccc(Cl)cc2)nc1C | 16% | -6% | -15% | -21% | 3% | 0% | -11% | -4%
CCC(=O)Nc1sccc1C(=O)OC | 13% | 0% | i | -6% | -3% | 0% | -13% | 3%
CCc1noc(C)c1C(=O)N1CCCC(C(=O)c2cc(F)ccc2F)C1 (configuration not stated) | 8% | 8% | i | 18% | -3% | 3% | 16% | 8%
c1ccc(COc2cccc(CN3CCN(c4ccccn4)CC3)c2)cc1 | 23% | -7% | -17% | -4% | 19% | -14% | -3% | u
CCOCCSc1nnc2nc(C)cc(C)n12 | 1% | 0% | i | 1% | -22% | 0% | 13% | -6%
Cc1onc(-c2c(F)cccc2Cl)c1C(=O)NCC1COc2ccccc2O1 (configuration not stated) | 11% | -9% | -12%[57.5 µM] | -1% | u | 3% | -15% | 11%
Cc1cccc(CN2[C@@H](CC(C)C)COCCS2(=O)=O)c1 | -9% | u | i | 17% | 14% | 4% | -26% | -8%
Cc1ccc(NC(=O)CN(C)C(=O)c2cccc(-n3cccc3)c2)cc1 | -7% | -3% | -32% | 17% | 13% | 5% | -28% | 7%
CCN(CC(=O)NCc1cccs1)C(=O)c1cc(S(=O)(=O)NCc2ccccc2)ccc1C | 2% | -2% | -2% | -2% | x | 3% | 2% | 11%
CSc1nnc(Cc2sc(-c3ccccc3)nc2-c2ccccc2)o1 | 2% | -6% | 10%[57.5 µM] | -12% | u | 1% | 11% | 16%
Continued.
SMILES | EPAC2 ag | EPAC2 antagonist | PTHR1 agonist | TDP-43 yeast inh | FUS suppressor | aSyn yeast inh | EPAC1 antagonist | EPAC1 agonist
O=C1NC[C@@H](CCCCN2CCN(CC3CCCCC3)C(=O)C2=O)N(Cc2ccccc2)C1=O | 2% | 3% | -9% | 20% | 11% | -5% | -12% | 2%
O=C(CNC(=O)c1ccccc1)Oc1cccc(Cl)c1 | 6% | 1% | -1% | -9% | -24% | 1% | 4% | 7%
O=C(NCCCN1CCCC1)C1CCN(C(=O)c2cc3sccc3n2Cc2ccc(F)cc2)CC1 | -13% | -10% | i | -13% | 24% | 12% | 9% | 2%
Cn1nc([N+](=O)[O-])nc1S(C)(=O)=O | 4% | 3% | -27% | 20% | -14% | -11% | -13% | -8%
O=C(NCc1ccc(Cl)cc1)C1CCC(CNc2c(N3CCOCC3)c(=O)c2=O)CC1 (configuration not stated) | 13% | -3% | i | -9% | -1% | -2% | 4% | 1%
O=C(c1cccs1)c1cn(CC(=O)N2CCc3ccccc3C2)c2ccccc12 | 17% | 0% | -33%[inhibitor] | -15% | 4% | -3% | -18% | 12%
CCOC(=O)C1=C(COC(=O)CCC(=O)c2ccc(C)cc2)NC(=O)NC1C (configuration not stated) | 0% | 2% | -8% | -2% | 19% | -8% | -18% | -1%
COc1ccc(CCNc2ccc(S(=O)(=O)N3CCN(C)CC3)cc2[N+](=O)[O-])cc1 | 8% | -5% | i | -23% | 12% | -12% | -7% | 14%
